# Screening results from PubChem BioAssay.
# ASAP1 GAP inh – inhibitors of human ASAP1 ArfGAP activity. Q9ULH1. ASAP1-stimulated ARF1 GTP hydrolysis, GDP FP detection. hit rate 0.19% among 360,000. inhibition, % at 16.5 µM; in the data active = inhibition above about 25%;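 also: 0% = vehicle with enzyme and substrate and 100% = no enzyme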
# GC-B act – GC-B (human) receptor activation | AID 1920062 | HEK293-GC-B cells, CNP EC30, cGMP TR-FRET; 0% at EC30 CNP, 100% saturating CNP | hit rate 0.11% among 370,000 | activation, % at 10 µM;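 active = activation at 10 µM reaching about 35% in either raw or pattern-adjusted values, limit read from the data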
# rCAG binder – binds r(CAG) RNA repeats; r(CAG) RNA repeat, TO-PRO-1 dye displacement fluorescence; inhibition, % at 3 µM; hit rate 1.3% among 370,000; AID 651821;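 active = inhibition above the plate cutoff, the mean of all test compounds on that plate plus 3 SD, cut at about 35% in these data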;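 also: 0% = DMSO alone and 100% = 100 µM mitoxantrone as full dye displacement; higher means more dye released from RNA so lower well fluorescence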
# ARFGAP1 inhibitor – inhibits rat ARF GTPase activating protein 1. Q62848. Arfgap1-stimulated ARF1 GTP hydrolysis, GDP FP detection. inhibition, % at 16.5 µM. hit rate 0.26% among 360,000;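 active = inhibition above a per-plate limit, mean inhibition of low control wells plus 3 SD, cut at about 25% in these data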;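 also: 0% = DMSO wells with enzyme and 100% = wells lacking Arfgap1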
# Target sequence (Q62848 1-136 limits assumed): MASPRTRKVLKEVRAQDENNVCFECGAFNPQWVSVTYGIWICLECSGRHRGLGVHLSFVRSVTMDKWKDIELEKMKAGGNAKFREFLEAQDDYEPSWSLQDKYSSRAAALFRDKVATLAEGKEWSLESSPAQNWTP
#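 Assay system: purified rat His6-Arfgap1 residues 1-136 (GAP domain); Reagent: human Δ17 ARF1 bound to GTP; Dosing: 16.5 µM single point, 1.26% DMSO; Times: GTP hydrolysis reaction 2 h at 25 °C; Signal: FP, GDP Alexa 633 tracer displaced from anti-GDP antibody, 620/688 nm; Measure: % inhibition from polarization.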
# FXN GAA850 act – frataxin GAA850 promoter activation; AID 540364; HEK293 lucGAA850 FXN promoter luciferase reporter, 24 h; percent of 10 µM SAHA response; activation, % at 6 µM; hit rate 0.56% among 360,000;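 active = activation above the average of all compounds screened plus 3 SD, cutoff fixed separately per campaign, cut at about 7.5% in these data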;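 also: 0% = DMSO wells and 100% = 10 µM SAHA wells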
# HGIII-sPLA2 inh – Blocks human group III sPLA2 activity; inhibition, % at 12.2 µM; hit rate 0.56% among 370,000; Q9NZ20; AID 743126; QFRET BODIPY PC-A2 liposome hydrolysis, fluorescence;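 active = inhibition above mean plus 3 SD of compounds lying within the high and low control bounds, cut at about 19% in these data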;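 also: 0% = median of test compound wells and 100% = no enzyme DMSO wells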
# KLK7 zymogen act – activates the human kallikrein-7 zymogen; P49862; purified proKLK7, EDANS-DABCYL substrate fluorescence; 100% is mature enzyme control, 0% vehicle; activation, % at 7 µM; hit rate 0.9% among 370,000; AID 652039;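 active = activation above the mean of all tested compounds plus 3 SD, computed per campaign excluding outliers beyond control limits, cut at about 13% in these data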
# Target sequence (P49862 whole entry, looked up): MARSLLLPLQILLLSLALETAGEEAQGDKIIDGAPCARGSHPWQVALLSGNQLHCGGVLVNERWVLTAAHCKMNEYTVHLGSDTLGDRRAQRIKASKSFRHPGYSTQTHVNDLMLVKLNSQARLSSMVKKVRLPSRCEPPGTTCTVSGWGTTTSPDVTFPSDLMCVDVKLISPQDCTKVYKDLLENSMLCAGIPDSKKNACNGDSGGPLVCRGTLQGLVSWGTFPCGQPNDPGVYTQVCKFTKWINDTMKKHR
# ADAM10 inh – ADAM10 inhibition, QFRET primary screen | O14672 | recombinant ADAM10, EDANS/DABCYL FRET peptide cleavage, 3 h | inhibition, % at 7 µM | hit rate 0.62% among 370,000 | AID 720582;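 active = inhibition above a per-campaign cutoff equal to the mean of compounds falling between control-based bounds plus 3 SD, cut at about 20% in these data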;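 also: 0% = DMSO wells while the 100% control is not disclosed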
# Target sequence (O14672 214-748 limits assumed): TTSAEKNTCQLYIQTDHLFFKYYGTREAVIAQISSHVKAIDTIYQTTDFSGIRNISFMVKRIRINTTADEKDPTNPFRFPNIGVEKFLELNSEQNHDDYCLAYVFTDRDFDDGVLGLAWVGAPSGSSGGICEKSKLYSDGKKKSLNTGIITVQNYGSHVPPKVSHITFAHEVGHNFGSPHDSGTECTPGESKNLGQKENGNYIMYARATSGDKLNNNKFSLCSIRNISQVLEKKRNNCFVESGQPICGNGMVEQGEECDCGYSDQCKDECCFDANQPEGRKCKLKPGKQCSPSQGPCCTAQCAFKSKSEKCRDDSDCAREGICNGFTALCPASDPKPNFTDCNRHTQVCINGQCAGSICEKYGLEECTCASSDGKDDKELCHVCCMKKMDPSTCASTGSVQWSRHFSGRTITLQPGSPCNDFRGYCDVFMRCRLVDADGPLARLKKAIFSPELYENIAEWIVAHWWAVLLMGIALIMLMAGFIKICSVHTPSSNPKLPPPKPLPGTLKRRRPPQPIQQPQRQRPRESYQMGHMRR
# GC-A act – GC-A (human) enzyme activation; HEK293 GC-A cells, cGMP TR-FRET, EC30 ANP; 0% at EC30 ANP, 100% saturating ANP; activation, % at 10 µM; hit rate 0.14% among 370,000; in the data active = activation above about 40%
# DDE Tn6 FP inh – inhibitors of Tn6 peptide binding to human fibrin DD(E); hit rate 0.21% among 370,000; inhibition, % at 8.3 µM; Fibrin DD(E) TRITC-Tn6 fluorescence polarization displacement;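 active = inhibition above a per-campaign cutoff: mean of compounds within control limits plus 3 SD, cut at about 15% in these data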;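 also: 0% = median of all compound wells on the plate and 100% = blocking peptide control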
# * = called active by the depositor; i = inactive; . = no result given.
SMILES,ASAP1 GAP inh,GC-B act,rCAG binder,ARFGAP1 inhibitor,FXN GAA850 act,HGIII-sPLA2 inh,KLK7 zymogen act,ADAM10 inh,GC-A act,DDE Tn6 FP inh
CCOC(=O)C1CCCN(S(=O)(=O)c2ccc(Br)s2)C1 (stereo not drawn),9,2,0,0,1.8,-3,0.4,7,1,1
Cc1csc(NC(=O)CCc2ccc(S(=O)(=O)N3CCOCC3)cc2)n1,7,1,-3,8,0.4,-6,0.4,-1,5,0
Cc1ccccc1NC(=O)c1ccc(S(=O)(=O)N2CCCC2)cc1,0,5,-1,-11,-1.2,12,-0.3,8,2,1
CC1(C)CC(NC(=O)CCc2ccccc2)CC(C)(C)N1,-12,8,1,-6,-1.6,5,0.4,8,3,8
CC(=O)N(C)c1ccc(NC(=O)c2ccccc2C(=O)O)cc1,2,7,0,-3,-0.3,-1,-0.5,-1,4,-2
COc1ccc(CN2CCNC(=O)C2CC(=O)N2CCCN(C(C)=O)CC2)cc1OC (stereo not drawn),10,-5,0,4,2.5,2,0.4,5,3,1
NN=C(c1cccc([N+](=O)[O-])c1)c1cccc([N+](=O)[O-])c1,4,2,2,-1,0.5,-1,-0.8,-2,-3,0
O=C(NC1CCCCC1)n1c(=O)oc2cc(S(=O)(=O)N3CCCCC3)ccc21,-7,1,2,0,3.3,-3,-0.2,-1,2,-1
CCOC(=O)C1=C(COC(=O)/C=C/c2ccc(O)c(OC)c2)NC(=O)NC1C (stereo not drawn),-7,1,4,2,0.5,-18,0.1,-48,0,-3
O=C(CCS(=O)(=O)c1ccc(Br)cc1)Nc1ccc(Cl)cc1F,-9,0,3,8,1.0,16,0.3,-8,0,0
CCOC(=O)c1ccc(N2C(=O)C(C)=C(C)C2=O)cc1,1,8,-2,-12,3.0,2,0.2,2,-8,6
CCSc1cc(N2CCCC2)nc(-c2ccccc2Cl)n1,-10,-1,-5,4,1.4,11,-0.3,-3,-4,-4
C1COCCNCCOCCOCCOCCN1,4,2,-2,1,1.9,9,-0.9,2,0,-1
C=CCN1C(=O)c2cccc3c(N4CCCCC4)ccc(c23)C1=O,2,1,-22,2,3.8,-9,1.2,-17,9,-6
O=S1(=O)CC(N2CCCCC2)CN1Cc1cn(Cc2ccccc2)nn1 (stereo not drawn),4,1,1,-17,.,18,0.4,-9,2,11
O=S(=O)(NCc1ccco1)c1ccccc1Br,-11,0,2,-6,-2.1,1,-0.6,3,-2,-1
Cc1cccc(NS(=O)(=O)c2ccc3c(c2)CCN3C(=O)CCC(=O)O)c1,-3,2,7,11,1.2,-3,0.3,11,-5,-4
O=C(CC1OC(=O)c2ccccc21)c1ccco1 (stereo not drawn),-2,-5,1,4,2.6,6,-0.1,1,1,2
COc1cc2ccc(CC(=O)O)cc2cc1OC,-4,-11,4,-2,.,2,-0.4,-2,3,1
O=C(Nc1cccc(C(=O)O)c1)/C(=C/c1ccc2c(c1)OCO2)NC(=O)c1cccc(Br)c1,-2,-1,42*,7,2.0,-10,0.4,5,-2,0
CC1CCCN(C(=S)NCCc2ccccc2)C1 (stereo not drawn),8,5,-5,-1,4.3,3,0.3,-3,6,7
CCN(CC)S(=O)(=O)c1ccc(N2CCOCC2)c(NC(=O)c2cc([N+](=O)[O-])ccc2Cl)c1,-4,3,0,5,1.6,3,-1.1,-3,2,-1
N#Cc1c(SCC(=O)Nc2ccccc2)nsc1SCC(=O)Nc1ccccc1,14,3,-1,6,0.9,15,-0.1,-5,-2,1
CC1(O)CC(c2ccc(Cl)cc2)=NN1C(=O)c1ccc([N+](=O)[O-])cc1 (stereo not drawn),8,3,9,8,-0.1,-8,0.1,9,2,-6
COc1ccc(C(=O)NCC(C)CN(C)C)cc1 (stereo not drawn),-11,2,-1,7,0.8,5,0.4,-1,4,-5
SMILES,ASAP1 GAP inh,GC-B act,rCAG binder,ARFGAP1 inhibitor,FXN GAA850 act,HGIII-sPLA2 inh,KLK7 zymogen act,ADAM10 inh,GC-A act,DDE Tn6 FP inh
CC(Sc1nnnn1-c1cccc(F)c1)C(=O)NC1CCCC1 (stereo not drawn),-1,5,-1,4,0.0,-6,0.1,-3,-1,11
CCOCCCNC(=O)C(NC(=O)c1cnccn1)c1ccc(C)cc1 (stereo not drawn),-2,-1,-7,0,2.4,9,0.1,-12,2,-2
Cc1cccn2c(=O)c3cc(C(=O)NCCCN4CCCC4=O)n(C)c3nc12,4,0,-1,-4,2.0,-5,14*,i,11,-9
Cc1ccc(NC(=O)c2ccc(CS(=O)(=O)Cc3ccccc3C)o2)cc1C,.,-3,11,.,.,-23,3.0,-48,-2,-1
Cc1nc(NC(=O)CN2CCOCC2)sc1C(=O)N(C)C,2,-2,-1,-1,1.2,13,-0.4,6,2,5
O=c1[nH]c2cc3c(cc2cc1CN(Cc1cccnc1)Cc1nnnn1Cc1ccco1)OCCO3,3,-5,21,3,2.6,-8,0.8,-248,-3,-1
CN(C)CCC(=O)NCC1OCCc2ccccc21 (stereo not drawn),1,-10,0,15,-0.7,0,-0.4,6,-3,-7
COc1ccc(S(=O)(=O)N2CCC(C(=O)NC3CCCC3)CC2)cc1OC,0,5,1,-7,-2.7,-2,-1.1,3,0,2
Cc1ccc(S(=O)(=O)Cn2nnnc2C(C)N2CCN(C(=O)c3ccco3)CC2)cc1 (stereo not drawn),0,-1,-3,-1,0.0,-6,0.0,-5,1,2
Cc1cccc(NC(=O)CCc2ccc(C)o2)c1,-7,7,6,-11,4.0,-10,0.0,14,0,-5
COc1ccc2nc(NC(=O)c3ccoc3C)sc2c1,19,-3,3,6,0.0,-1,-0.6,-91,11,-3
O=C(Nc1cccc(Cl)c1)c1ccc(F)c(S(=O)(=O)NCc2ccc3c(c2)OCO3)c1,19,1,8,10,2.5,-14,0.6,18,-11,-5
CC1=C(C(=O)OCC2CCCCC2)C(c2ccc(O)cc2)NC(=O)N1 (stereo not drawn),-3,0,-4,12,0.1,-19,-0.6,0,3,-11
C=CCNC(=O)C(=O)NN=C1CCN(C)CC1,-11,2,-4,-3,1.2,-1,0.2,-6,4,1
N#Cc1c(NC(=O)c2cccc(S(=O)(=O)Nc3ccc(C(=O)O)cc3)c2)sc2c1CCCC2,1,5,61*,2,0.1,-9,0.4,9,-2,-10
CCn1c([N+](=O)[O-])nc2c1c(=O)[nH]c(=O)n2C,0,-1,0,4,-2.9,4,0.1,-11,6,4
O=C(c1ccc(=O)[nH]c1)N(Cc1ccco1)C1(C(=O)NC2CCCCC2)CCCCC1,9,1,-4,-11,-1.0,-2,0.6,1,1,-2
CCC(C)[C@H](NC(=O)NCCCn1ccnc1)C(=O)OC (stereo partly drawn),-5,6,-1,8,0.6,-6,0.0,8,0,5
O=C(CC12CC3CC(C1)CC(CC(=O)N1CCCC1)(C3)C2)N1CCCC1,0,-1,-1,4,0.2,13,0.7,2,-3,-3
Oc1ccc(-c2nccc(-c3ccc(F)cc3)n2)cc1,15,-4,3,6,-2.7,-27,-0.4,1,0,3
COC1=CCC2([N+](=O)[O-])CN(CCO)CC1([N+](=O)[O-])C2 (stereo not drawn),-15,0,1,-3,0.3,16,-0.1,-9,-2,0
CCOc1ccc(CCNC(=O)C2CCC(=O)N2CCc2ccccc2)cc1OCC (stereo not drawn),2,2,-6,2,-1.8,-2,0.7,0,1,7
N#Cc1cn(Cc2ccccc2)c2ccccc12,0,-5,-3,-1,3.6,-7,0.5,-7,-19,-4
CCn1c(SCC(=O)NC2CCCC2)nnc1C(C)C,9,-2,-3,9,-1.1,8,-0.1,-9,5,-4
COc1cccc(CN2CCN(Cc3nc(C(C)C)cs3)CC2CCO)c1 (stereo not drawn),2,0,-3,0,1.7,9,-0.8,0,1,-4
COC(=O)C1=C(C)NC(C)=C(C(=O)OC)C1c1cc2ccc(C)cc2[nH]c1=O,-8,4,-4,0,-2.1,-5,1.5,-125,0,5
O=C1CCCC2=C1C(c1cccs1)Nc1ccc3ncccc3c12 (stereo not drawn),-1,-2,2,2,0.0,5,-0.3,-37,-10,-4
CN1CCN(c2cccc3c2S(=O)(=O)N[C@@H](Cc2ccccc2)CO3)CC1,-13,1,-1,-21,.,-1,-0.7,-17,-1,4
CCCn1c(=O)c(C(=O)NCCCc2ccccc2)c(O)c2ccccc21,2,0,33,-5,0.6,1,-1.0,4,-4,3
COc1cc(Cl)c(C)cc1NC(=O)Cc1ccc(OC)c(OC)c1,3,5,-3,-6,2.7,-4,-0.4,-6,-1,-4

# Full records, looked up by structure:
# Entry for CN(C)CCC(=O)NCC1OCCc2ccccc21 (stereo not drawn) = ASAP1 GAP inh: 1; GC-B act: -10; rCAG binder: 0; ARFGAP1 inhibitor: 15; FXN GAA850 act: -0.7; HGIII-sPLA2 inh: 0; KLK7 zymogen act: -0.4; ADAM10 inh: 6; GC-A act: -3; DDE Tn6 FP inh: -7
# Entry for COc1ccc(S(=O)(=O)N2CCC(C(=O)NC3CCCC3)CC2)cc1OC = ASAP1 GAP inh: 0; GC-B act: 5; rCAG binder: 1; ARFGAP1 inhibitor: -7; FXN GAA850 act: -2.7; HGIII-sPLA2 inh: -2; KLK7 zymogen act: -1.1; ADAM10 inh: 3; GC-A act: 0; DDE Tn6 FP inh: 2

# Two compounds picked at random from those above:
SMILES,ASAP1 GAP inh,GC-B act,rCAG binder,ARFGAP1 inhibitor,FXN GAA850 act,HGIII-sPLA2 inh,KLK7 zymogen act,ADAM10 inh,GC-A act,DDE Tn6 FP inh
CCn1c([N+](=O)[O-])nc2c1c(=O)[nH]c(=O)n2C,0,-1,0,4,-2.9,4,0.1,-11,6,4
COc1cccc(CN2CCN(Cc3nc(C(C)C)cs3)CC2CCO)c1 (stereo not drawn),2,0,-3,0,1.7,9,-0.8,0,1,-4
